USP1-UAF1 inh: USP1/UAF1 (human) deubiquitinase inhibition; recombinant USP1/UAF1, Ub-Rhodamine cleavage fluorescence; Potency, µM (doses to about 57.1 µM), for the others: top-dose activity change, negative = inhibition, usual class: inhibitors; hit rate 0.23% among 390,000; AID 743255; also: potency is read from the fitted curve at half-maximal effect; % is scaled to controls: 0 for no effect and ±100 for the full control effect; nearly all actives have a fitted effect of over 60% in size; inactives centre near -12
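In this screen, compounds sit with the deubiquitinase complex (1nM) for 15 min at room temperature before Ub-Rho is added at 150nM final. Fluorescence rise is then followed for 6 reads every 60 seconds.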
mIDH1 inhibitor: human IDH1 R132H inhibition; O75874; IDH1-R132H enzyme, NADPH consumption, diaphorase/resazurin fluorescence; Potency, µM (series often up to 76.6 µM), inactives show at the top dose activity change, negative = inhibition, usual class: inhibitors; hit rate 0.093% among 390,000; AID 602179; also: potency is read from the fitted curve at half-maximal effect; % is scaled to controls: 0 for no effect and ±100 for the full control effect; nearly all actives have a fitted effect of over 65% in size
Target sequence (O75874 whole entry R132H, stated change not applied): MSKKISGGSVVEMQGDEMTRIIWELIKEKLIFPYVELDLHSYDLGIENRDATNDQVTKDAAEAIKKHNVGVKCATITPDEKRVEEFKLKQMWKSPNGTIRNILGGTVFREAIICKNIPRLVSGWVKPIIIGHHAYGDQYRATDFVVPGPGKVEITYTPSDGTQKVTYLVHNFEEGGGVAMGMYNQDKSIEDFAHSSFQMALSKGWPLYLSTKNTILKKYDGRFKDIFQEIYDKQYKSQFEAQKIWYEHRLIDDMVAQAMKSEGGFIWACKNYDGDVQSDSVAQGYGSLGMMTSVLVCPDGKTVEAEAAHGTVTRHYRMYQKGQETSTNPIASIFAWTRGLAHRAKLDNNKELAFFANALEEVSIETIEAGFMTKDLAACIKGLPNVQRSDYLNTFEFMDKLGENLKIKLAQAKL
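IDH1-R132H (0.5 ug/mL dispensed) in pH 7.5 Tris buffer was preincubated 30 min with compound, then given a substrate mix of 0.016 mM NADPH and 2 mM alpha-KG for 80 min at room temperature; remaining NADPH was read by diaphorase/resazurin fluorescence.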
TRHR enhancer: allosterically enhances the human TRH receptor. P34981. hit rate 0.66% among 360,000. TRHR cells, fluo-8 calcium fluorescence, EC20 TRH enhancement. enhancement, % at 2 µM. AID 493056; in the data active = enhancement above about 30%; also: 0% is about no effect
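TRHR-expressing cells loaded with fluo-8 calcium dye were read kinetically (ex 480/em 530) during compound addition, then stimulated with an EC20 of TRH (10 nM final). Enhancement of the Gq-mediated intracellular calcium response was scored.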
TrxR1 substrate: rat thioredoxin reductase 1 substrate activity | O89049 | purified TrxR1 substrate turnover, NADPH consumption readout | Potency, µM (series often up to 114 µM), inactives show top-dose activity change, negative = substrate turnover | hit rate 0.01% among 390,000 | AID 588456; also: potency is read from the fitted curve at half-maximal effect; % is scaled to controls: 0 for no effect and ±100 for the full control effect; nearly all actives have a fitted effect of over 50% in size
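Rat TrxR1, dispensed at 90 nM, was prereduced with 400 uM NADPH (final) for 5 min at ~22 deg C, then incubated with compound 15 min before 400 uM selenite. A first-read NADPH fluorescence drop versus no-compound background flagged substrates.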
TRHR ag: activates the human TRH receptor. TRHR cells, calcium flux fluo-8, FDSS agonist mode. AID 493084. hit rate 0.18% among 360,000. activation, % at 2 µM. P34981; in the data active = activation above about 30%; also: 0% is about no effect
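Steps: seed TRHR cells overnight; add fluo-8 no-wash Ca dye, RT 30 min–1.5 h; record 10 s baseline; pin-transfer compounds; monitor fluorescence 1 cycle/s for the agonist window. Calcium increases flag candidate agonists.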
D2 antagonist: antagonists of human D2 dopamine receptor. inhibition, % at 10 µM. P14416. HEK293 TREx D2 cells, calcium flux, dopamine EC80. hit rate 2% among 340,000; in the data active = inhibition above about 30%; also: 0% is about no effect
Target sequence (P14416 whole entry, looked up): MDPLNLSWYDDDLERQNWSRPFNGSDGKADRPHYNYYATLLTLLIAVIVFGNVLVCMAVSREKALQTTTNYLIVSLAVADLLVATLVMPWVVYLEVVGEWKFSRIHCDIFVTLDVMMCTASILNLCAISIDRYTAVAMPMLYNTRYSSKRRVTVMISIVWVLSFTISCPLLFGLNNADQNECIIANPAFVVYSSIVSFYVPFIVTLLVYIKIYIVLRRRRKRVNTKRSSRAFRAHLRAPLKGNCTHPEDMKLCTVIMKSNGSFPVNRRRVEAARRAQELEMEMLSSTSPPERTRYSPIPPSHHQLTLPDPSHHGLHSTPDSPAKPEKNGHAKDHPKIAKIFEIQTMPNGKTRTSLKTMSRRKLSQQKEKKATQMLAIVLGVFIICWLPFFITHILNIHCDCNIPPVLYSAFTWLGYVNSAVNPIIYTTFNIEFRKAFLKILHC
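Tetracycline-induced HEK293 TREx cells expressing D2 receptor forced-coupled to calcium signalling, loaded with no-wash calcium dye. Compounds added and calcium flux read 180 s, then dopamine added at EC80 and read a further 180 s.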
D2 ag: agonists of human D2 dopamine receptor; P14416; HEK293 T-REx D2 cells, calcium flux agonist mode; activation, % at 2 µM; hit rate 0.53% among 340,000;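 active = activation over 3 SD above normal in the single-dose calcium agonist read, cut at about 30% in these data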; also: 0% is about no effect
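Agonism scored from kinetic calcium signal (1 read/sec, 180 s) following compound pin transfer, after a 10 s baseline. Cells: HEK293 Trex line expressing inducible D2 receptor coupled to calcium, dye-loaded after overnight culture at 30 C.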
rTrxR1 inhibitor: rat TrxR1 inhibition; O89049; recombinant rTrxR1, NADPH fluorescence consumption, selenite substrate; Potency, µM (highest dose often 114 µM), for inactives: top-dose activity change, negative = inhibition, most hits filed as inhibitors; hit rate 1% among 390,000; AID 588453; also: potency is read from the fitted curve at half-maximal effect; % is scaled to controls: 0 for no effect and ±100 for the full control effect; nearly all actives have a fitted effect of over 65% in size
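Rat TrxR1 (90 nM in the dispensed reagent) was pre-reduced with 400 uM NADPH for 5 min at room temperature, then incubated with compound for 15 min. After 400 uM selenite was added, NADPH fluorescence (Ex 340/Em 450 nm) was followed for 8 min.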
Pin1 inhibitor: human Pin1 inhibition; AID 504891; Pin1 FP peptide displacement, HiFluor488, 10 min; Potency, µM (top dose mostly 115 µM), for inactives: top-dose activity, negative = inhibition, most hits filed as inhibitors; Q13526; hit rate 0.009% among 390,000; active = well fitted inhibition curve with a large enough effect in the polarisation, with a control signal flat, not every such curve was filed as active; inconclusive = small, poorly fitted or top-dose-only effect, or effect the other way, or a change in a side signal; inactive = no such curve, though single readings can be large or run the other way; the % refers to the polarisation; also: potency is read from the fitted curve at half-maximal effect; % is scaled to controls: 0 for no effect and ±100 for the full control effect
Target sequence (Q13526 whole entry, looked up): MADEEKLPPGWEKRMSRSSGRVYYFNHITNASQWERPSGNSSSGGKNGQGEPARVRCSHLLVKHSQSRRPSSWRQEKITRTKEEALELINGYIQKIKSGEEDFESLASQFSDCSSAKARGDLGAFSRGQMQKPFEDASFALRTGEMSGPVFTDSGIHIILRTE
The depositor's hits bear a star; ? = inconclusive; / = not tested or not shown; & = joins results of further samples; [ ] = remark or other dose. Unless noted, calls follow the shape of the dose curve; as a rule, active = well fitted inhibition curve with a large enough effect; inconclusive = small, poorly fitted or top-dose-only effect; inactive = no such curve, though single readings can be large or run the other way.

Start of the data: the first two records (preview)
SMILES	USP1-UAF1 inh	mIDH1 inhibitor	TRHR enhancer	TrxR1 substrate	TRHR ag	D2 antagonist	D2 ag	rTrxR1 inhibitor	Pin1 inhibitor
COc1ccc(Cl)cc1NC(=O)CN(C)CC(=O)Nc1cccc(S(=O)(=O)N2CCCC2)c1	?	-3%	3	-7%[57.1 µM]	0.0	/	/	5%[57.1 µM]	4%
CSc1nnc2c3ccccc3n(CCc3ccccc3)c2n1	-18%	18%	4	-15%	-0.2	-3	0.1	-21%	-2%

The whole of this part, repeating the preview:
SMILES	USP1-UAF1 inh	mIDH1 inhibitor	TRHR enhancer	TrxR1 substrate	TRHR ag	D2 antagonist	D2 ag	rTrxR1 inhibitor	Pin1 inhibitor
COc1ccc(Cl)cc1NC(=O)CN(C)CC(=O)Nc1cccc(S(=O)(=O)N2CCCC2)c1	?	-3%	3	-7%[57.1 µM]	0.0	/	/	5%[57.1 µM]	4%
CSc1nnc2c3ccccc3n(CCc3ccccc3)c2n1	-18%	18%	4	-15%	-0.2	-3	0.1	-21%	-2%
CCCS(=O)(=O)c1c(S(=O)(=O)CCC)c2cc(C(C)(C)C)ccn2c1C(=O)c1ccc(OC)c(OC)c1	6%	-8%	7	2%	-0.8	/	-1.7	11%	-4%
O=C(NCCNc1ccc([N+](=O)[O-])cc1C(F)(F)F)c1ccccc1F	-9%	-1%	-1	-2%[57.1 µM]	1.0	-5	-0.6	-11%	6%
Cc1cc(C)cc(Oc2ccc(-c3nnc(-c4ccccc4)o3)cc2[N+](=O)[O-])c1	-20%	5%	-3	6%[57.1 µM]	0.7	/	/	10%[11.4 µM]	0%
COc1ccc2c(c1)C(=O)N1[C@H]3c4cc(Br)ccc4OC[C@@H]3[C@H](c3ccccc3)[C@]1(C)C(=O)N2	-15%	-6%	0	8%	0.4	7	0.6	8%	40%[activator]
Cc1sc(C(C2C(=O)CC(C)(C)CC2=O)C2C(=O)CC(C)(C)CC2=O)cc1[N+](=O)[O-]	-14%	-2%	-2	-7%	0.1	-8	-0.7	2µM*	-13%
COc1ccc(-c2oc3ncnc(NCCCO)c3c2-c2ccc(OC)cc2)cc1	?	?	-4	28%[57.1 µM]	0.0	/	/	5%[57.1 µM]	23%
S=C(c1ccc(Br)cc1)N1CCCC1	-19%	-1%	-11	8%[57.1 µM]	-1.4	10	-1.3	16%[57.1 µM]	8%
CCOc1ccc(N(CC(=O)NCC2CCCO2)S(=O)(=O)c2ccc(OC)c(OC)c2)cc1 (centres undefined)	-15%	1%	2	-2%	-0.4	-7	-0.8	1%	5%
O=C(CSc1nnnn1-c1ccc(Cl)c(C(=O)O)c1)NC(c1ccccc1)c1ccccc1	-12%	8%	-7	-1%	-0.7	2	-1.7	-6%	?
c1ccc(-c2nnc(SCCC3OCCCO3)o2)cc1	2%	5%	/	-2%	/	/	/	-8%	4%
O=C(N/N=C/c1cccnc1)c1ccc([N+](=O)[O-])cc1Cl	-15%	1%	-9	5%	0.8	7	0.3	-4%	-5%
CCN(C(=O)CSc1nnc(-c2ccncc2)n1C)C1CCS(=O)(=O)C1 (centres undefined)	-16%	10%	12	-20%[57.1 µM]	0.4	-2	0.7	7%[57.1 µM]	?
CC(Oc1ccccc1)C(=O)Nc1nnc(S(=O)(=O)Nc2ccccc2)s1 (centres undefined)	-19%	-5%	-7	-4%	-0.1	24	-0.5	3%	2%
COC(=O)c1nn(-c2ccc(OC)cc2)c(=O)cc1Oc1cccc(Cl)c1	-19%	2%	3	-1%[0.457 µM]	0.3	-13	0.0	12%	?
COc1cccc(NC(=O)N2CCCC2C(=O)Nc2cc(C)ccc2OC)c1 (centres undefined)	-11%	2%	5	4%[57.1 µM]	-0.7	1	-0.7	20%[57.1 µM]	5%
Cc1ccc(C(=O)NC2CC2)cc1S(=O)(=O)N1CCOCC1	-6%	-3%	3	0%	-0.4	15	-0.2	24%	0%
CCCNC(=O)Cn1c(=O)/c(=C/c2ccc(-c3ccc([N+](=O)[O-])cc3)o2)s/c1=C\C(=O)C(C)(C)C	/	-7%	/	-4%	/	/	/	0%	?
CC(C)OC(=O)CC1C(=O)NCCN1C(=O)COc1ccc(C(C)(C)C)cc1 (centres undefined)	-19%	-5%	3	5%	0.3	-11	0.1	21%	-7%
Cc1ccc(NCC(=O)N=Nc2c(O)n(C)c3ccccc23)cc1	-7%	-7%	1	-6%	-0.6	3	0.6	9%	-11%
CCN(CC)C(=O)CSc1nc2ccc(NC(=O)CSc3nccn3C)cc2s1	?	3%	-1	2%	0.4	1	-1.0	17%	?
CC(C)(C)NC(=O)C(c1cccs1)N(CC1CCCO1)C(=O)Cn1nnc(-c2cccs2)n1 (centres undefined)	-2%	-6%	8	-5%[57.1 µM]	-2.1	-4	-2.3	-8%[57.1 µM]	2%
O=C(CN1C(=O)S/C(=C\c2ccc(F)cc2)C1=O)NC1C=CS(=O)(=O)C1 (centres undefined)	-17%	-6%	-4	-2%	0.2	-12	0.0	1%	-11%
CCN1C(=O)[C@@H]2[C@@H](c3ccc(-c4ccc(Cl)c(Cl)c4)cc3)N3CCC[C@@]3(C(=O)OC)[C@@H]2C1=O	9%	4%	/	-7%	/	/	/	-1%[57.1 µM]	47%[activator]
C/C(=N\NC(=O)c1ccc2c(c1)OCO2)c1ccc(C(=O)O)s1	-10%	11%	-2	4%[11.4 µM]	-3.0	1	0.6	17%[11.4 µM]	-7%
COc1ccc(-c2c(C)c3ccc(O)c(CN4CCN(CCO)CC4)c3oc2=O)cc1OC	-8%	-6%	-6	40%[activator][57.1 µM]	0.3	/	0.4	2%[57.1 µM]	0%
CCc1ccc2[nH]c3nc(N/N=C/c4ccc(O)cc4O)nnc3c2c1	0%	0%	1	-4%	0.3	-1	-1.3	15%	5%
O=C(NNC(=S)Nc1ccccc1)c1cccnc1	-21%	3%	41*	-5%	-0.4	5	0.8	-12%	2%
O=C(Cc1cccc([N+](=O)[O-])c1)Nc1cccc(C(=O)N2CCOCC2)c1	-16%	18%	/	9%[57.1 µM]	/	/	/	43%	-5%
Clc1ccc(OCc2nc(-c3ccncc3)no2)c(Cl)c1	-30%	6%	17	-2%	0.8	4	-1.3	7%	?
CCCCCC(=O)Nc1cccc(C2=NOC3(C2)C[C@H](C(N)=O)N(C(=O)c2ccccc2)C3)c1 (some centres undefined)	-13%	-5%	-13	-2%	-0.2	/	/	-12%	0%
OCCOCCn1c(C2CCCN2c2nc(-c3ccc(F)cc3)cs2)nc2cc(Cl)c(Cl)cc21 (centres undefined)	?	0%	/	-3%[57.1 µM]	/	/	/	26%	34%[activator]
COc1ccc(C(=O)N2CCOC2CNC(=O)C(=O)NCc2ccc(Cl)cc2)cc1 (centres undefined)	4%	0%	1	3%[57.1 µM]	-0.5	2	-1.2	8%	-3%
Fc1ccc(Oc2nccc(-c3ccc(Cl)cc3)n2)cc1	-28%	7%	5	-12%[57.1 µM]	-1.3	-7	-1.7	7%[57.1 µM]	0%
CCOC(=O)c1sc2nc(C)nc(Nc3ccccc3)c2c1C	-13%	4%	1	16%	0.8	13	0.9	23%	-1%
COc1ccc(NS(=O)(=O)c2ccc(Oc3ncccn3)cc2)cc1	1%	2%	-2	-11%	0.8	-3	1.1	-13%	2%
N#Cc1nc(COc2ccccc2Cl)oc1NCc1cccnc1	-16%	7%	-1	2%	-0.5	40*	-0.6	35µM*	29%
Cc1cccc(OCC(=O)NNS(=O)(=O)c2ccccc2F)c1	-2%	6%	0	-3%	-0.2	-2	2.9	-7%	?
CC(C(=O)Nc1ccc2c(c1)OCCO2)N(C)CC(=O)Nc1ccccc1Br (centres undefined)	-13%	-1%	8	-1%	-0.4	10	-0.2	1%	2%
COC(=O)c1cc(S(=O)(=O)NCC2CCN(Cc3cccc(F)c3)CC2)cn1C	?	10%&-14%	-3&-3	6%&-4%[57.1 µM]	0.4&0.2	-1	-0.9&0.0	26%&1%[57.1 µM]	-8%&-3%
O=C(CSc1nnc(Cc2cc(=O)[nH]c(=O)[nH]2)n1-c1ccc(F)cc1)N1CCCCC1	-10%	-9%	0	-4%[57.1 µM]	0.1	-3	-0.1	-17%[57.1 µM]	-25%
N#CC1=C(N)N2C(=C(C#N)C13CCCCC3)SC1CCCCC12O (centres undefined)	-14%	-10%	-4	-15%	0.4	14	-0.8	-8%	6%
COc1ccc(CCNc2cc(C)nc3c(-c4ccc(Cl)cc4)c(C)nn23)cc1OC	-6%	4%	-2	95%[activator]	0.1	-5	-0.1	33%[activator]	-3%
COc1ccc(Cl)cc1Nc1nc2ccc(C(=O)c3ccccc3)cc2n2cnnc12	4%	-4%	3	-1%	0.2	/	0.5	31%	-10%
Cc1ccc(CCNC(=O)CCSCc2ccccc2Cl)cc1	-14%	25%	2	2%[57.1 µM]	-1.0	/	1.3	8%[57.1 µM]	-1%
COC(=O)c1ccccc1NC(=O)COC(=O)c1ccc(C)c(NC(=O)c2ccco2)c1	-18%	-2%	-6	8%[57.1 µM]	0.3	-10	-1.1	4%[57.1 µM]	20%

Rewritten in CSV form: part of the list above
SMILES,USP1-UAF1 inh,mIDH1 inhibitor,TRHR enhancer,TrxR1 substrate,TRHR ag,D2 antagonist,D2 ag,rTrxR1 inhibitor,Pin1 inhibitor
COC(=O)c1ccccc1NC(=O)COC(=O)c1ccc(C)c(NC(=O)c2ccco2)c1,-18%,-2%,-6,8%[57.1 µM],0.3,-10,-1.1,4%[57.1 µM],20%
OCCOCCn1c(C2CCCN2c2nc(-c3ccc(F)cc3)cs2)nc2cc(Cl)c(Cl)cc21 (centres undefined),?,0%,/,-3%[57.1 µM],/,/,/,26%,34%[activator]

From PubChem BioAssay

The list is partial (hit frequency here may not be typical).
